Compound activity from PubChem BioAssay.
Caspase-1 inhib: qHTS Assay for Allosteric/Competitive Inhibitors of Caspase-1. Potency, µM (highest dose often 57.5 µM), for the others: at the highest dose activity change, negative = inhibition, most hits filed as inhibitors. AID 900, 2007. 0.03% of 75,000 active. P29466. Caspase-1 enzyme, Ac-WEHD-AFC fluorogenic rate;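 further: potency means the concentration at half of the fitted maximal effect; plate controls were vehicle for no effect and no substrate for full effect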
BRCT PPI green: qHTS Assay for Inhibitors of BRCT-Phosphoprotein Interaction (Green Fluorophore); Breast cancer type 1 susceptibility protein (Homo sapiens), P38398; BRCA1 BRCT-phosphopeptide binding, green fluorescence polarization; Potency, µM (doses to about 76.9 µM), without a hit: at the highest dose activity change, negative = inhibition, usual class: inhibitors; 0.05% of 75,000 active; AID 875, 2007;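 further: potency means the concentration at half of the fitted maximal effect; plate controls were peptide without protein for full effect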
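Compounds were incubated for 12 min at room temperature with a complex of 100 nM fluorescein-tagged pBACH1 decapeptide and 250 nM His-tagged BRCT protein. Buffer was phosphate pH 7.3 with EDTA, DTT and Tween 20. Disruption of binding lowers the polarization signal.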
Luciferase inh: qHTS Assay for Inhibitors of Firefly Luciferase | 2.2% of 72,000 active | purified firefly luciferase, luminescence, 8 min | Potency, µM (top dose mostly 57.1 µM), inactives show at the highest dose activity change, negative = inhibition, actives largely listed as inhibitors | Luciferin 4-monooxygenase (Photinus pyralis), P08659; further: potency means the concentration at half of the fitted maximal effect; on the % scale 0 is the no-effect control and ±100 the full control effect; nearly all actives have a fitted effect of over 40% in size
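Titration-based qHTS; buffer 50 mM imidazole pH 7.2, 50 mM KCl, 7 mM MgCl2, 10 uM ATP, 0.01% Tween 20, 0.05% BSA; luciferase/luciferin detector mix added after compound; 8 min, ambient; luminescence.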
USP2a inh: qHTS Assay for Inhibitors of Ubiquitin-specific Protease USP2a; Ubiquitin carboxyl-terminal hydrolase 2 (Homo sapiens), O75604; USP2a enzymatic assay, qHTS inhibition; Potency, µM (series often up to 38.3 µM), without a hit: at the highest dose activity change, negative = inhibition, usual class: inhibitors; 0.1% of 60,000 active;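 further: potency means the concentration at half of the fitted maximal effect; nearly all actives have a fitted effect of over 60% in size; plate controls were DMSO for no effect and NEM full inhibition control for full effect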
Target sequence (O75604 whole entry, looked up): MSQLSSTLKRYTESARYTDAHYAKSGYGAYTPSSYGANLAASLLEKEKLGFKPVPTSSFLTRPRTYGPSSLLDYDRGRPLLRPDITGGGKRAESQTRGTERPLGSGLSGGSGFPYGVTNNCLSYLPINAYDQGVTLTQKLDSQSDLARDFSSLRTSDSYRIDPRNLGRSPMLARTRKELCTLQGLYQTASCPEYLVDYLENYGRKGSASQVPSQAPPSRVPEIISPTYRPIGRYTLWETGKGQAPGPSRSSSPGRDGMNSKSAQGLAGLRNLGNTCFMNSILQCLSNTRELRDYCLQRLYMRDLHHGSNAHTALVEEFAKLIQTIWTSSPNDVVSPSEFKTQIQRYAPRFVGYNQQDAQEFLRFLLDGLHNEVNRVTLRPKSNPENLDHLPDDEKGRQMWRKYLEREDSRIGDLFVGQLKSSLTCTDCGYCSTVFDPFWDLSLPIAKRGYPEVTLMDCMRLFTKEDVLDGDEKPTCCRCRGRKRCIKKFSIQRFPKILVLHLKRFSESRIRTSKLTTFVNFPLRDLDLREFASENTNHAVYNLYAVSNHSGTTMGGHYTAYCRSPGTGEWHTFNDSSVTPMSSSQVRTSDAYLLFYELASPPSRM
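Inhibition is measured in a cell-free coupled assay with 20 nM USP2 core, 20 nM Ub-PLA2 and 20 uM NBD C6-HPC, 2.5 h incubation. Activity normalized to NEM control.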
ERK AVP inh: qHTS Assay for Inhibitors of the ERK Signaling Pathway using a Homogeneous Screening Assay; HEK293-V1b, vasopressin-stimulated pERK AlphaScreen; Potency, µM (top dose mostly 57.5 µM), for the others: top-dose activity, negative = inhibition, actives largely listed as inhibitors; 0.99% of 72,000 active; AID 995, 2007; further: potency means the concentration at half of the fitted maximal effect; on the % scale 0 is the no-effect control and ±100 the full control effect; nearly all actives have a fitted effect of over 55% in size
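qHTS, compounds titrated on V1b-expressing HEK293 cells. Preincubation 30 min at 37C, vasopressin 25 nM for 5 min, lysis 10 min, bead incubation 5 hr at room temperature.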
A350 fluor: qHTS Assay for Spectroscopic Profiling in A350 Spectral Region; Compound autofluorescence, 340/450 nm, Alexa 350 dye-equivalents; stronger effect = higher value; max dye-equivalent concentration, M; 11% of 59,000 active; in the data active means max dye-equivalent concentration above about 10 nM; inconclusive means mostly about 1.1 nM to 9.6 nM
CRE-bla Fsk: Cell signaling CRE-BLA (Fsk stim); CHO CRE-bla reporter (cAMP response element driving beta-lactamase), forskolin EC10, beta-lactamase ratio; Potency, µM (doses to about 38.2 µM), without a hit: at the highest dose activity change, negative = inhibition, usual class: activators; 2.5% of 71,000 active; active means well fitted activation curve with a large enough effect in the signal ratio, with a control signal flat, not every such curve was filed as active; inconclusive means small, poorly fitted or top-dose-only effect, or effect the other way, or a change in a side signal; the % refers to the signal ratio; further: potency means the concentration at half of the fitted maximal effect; % of control where 0% means no effect
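Modulation of forskolin signalling: compounds in titration series added with EC10 NKH 477 to CHO cells carrying a CRE-driven beta-lactamase reporter, 3 h, 37C. CCF4 FRET ratio (460/530 nm, ex 405 nm) gives %activity and AC50.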
Casp7 inh: qHTS Assay for Allosteric/Competitive Inhibitors of Caspase-7. AID 889, 2007. 0.02% of 75,000 active. Potency, µM (top dose mostly 57.5 µM), without a hit: at the top dose activity change, negative = inhibition, usual class: inhibitors. recombinant caspase-7, Ac-DEVD-AFC fluorescence rate; active means well fitted inhibition curve with a large enough effect in the main read-out, with a control signal flat, not every such curve was filed as active; inconclusive means small, poorly fitted or top-dose-only effect, or a change in a side signal; further: potency means the concentration at half of the fitted maximal effect; % of control where 0% means no effect
Target sequence (P55210 24-198 limits assumed): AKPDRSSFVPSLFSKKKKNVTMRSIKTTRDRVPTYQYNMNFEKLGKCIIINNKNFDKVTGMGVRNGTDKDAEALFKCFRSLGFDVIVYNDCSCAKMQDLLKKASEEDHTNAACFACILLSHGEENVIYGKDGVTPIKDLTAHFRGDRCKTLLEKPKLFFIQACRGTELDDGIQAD
Target sequence (P55210 207-303 limits assumed): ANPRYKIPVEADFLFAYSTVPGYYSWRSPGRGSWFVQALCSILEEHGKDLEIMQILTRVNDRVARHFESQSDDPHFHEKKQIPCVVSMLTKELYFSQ
Tau fil binding: qHTS Assay for Tau Filament Binding. Microtubule-associated protein tau (Homo sapiens), P10636. recombinant tau filaments, thioflavin S fluorescence, 15 h; filaments grown with octadecylsulfate alongside compound. Potency, µM (highest dose often 57.1 µM), without a hit: at the top dose activity change, negative = inhibition. 2% of 71,000 active;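 further: potency means the concentration at half of the fitted maximal effect; on the % scale 0 is the no-effect control and ±100 the full control effect; actives lower thioflavin S fluorescence by blocking filaments or displacing dye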
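His-tagged recombinant human tau (exons 2, 3 and 10 included), 1 uM, was induced to fibrillize by 30 uM sodium octadecylsulfate with compound present. After 15 h at 37 C, thioflavine S fluorescence (ex 450, em 510 nm) was read.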
HEK293 cAMP ctrl: qHTS Assay for Agonists of the Thyroid Stimulating Hormone Receptor: Activators of Intracellular cAMP Concentrations in Parental HEK 293 | parental HEK293 CNG cAMP sensor, membrane potential fluorescence | Potency, µM (titrated, usually from 57.1 µM), without a hit: top-dose activation, most hits filed as activators | 2.5% of 73,000 active | AID 938, 2007; further: potency means the concentration at half of the fitted maximal effect; % of control where 0% means no effect; nearly all actives have a fitted effect of over 55% in size
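Parental HEK 293 cells stably expressing a cAMP-gated CNG channel were loaded with membrane potential dye containing 100 uM RO 20-1724 for 60 min. Compound added for 30 min; depolarization read as fluorescence intensity at 590 nm.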
BRCT inh red: qHTS Assay for Inhibitors of BRCT-Phosphoprotein Interaction (Red Fluorophore) | 0.03% of 75,000 active | Potency, µM (doses to about 76.9 µM), for the others: at the top dose activity change, negative = inhibition, hits mostly inhibitors | BRCT-phosphopeptide binding, red fluorescence polarization; further: on the % scale 0 is the no-effect control and ±100 the full control effect
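Fluorescence polarization: 100 nM His-tagged BRCA1 BRCT with 100 nM TAMRA-labelled phospho-BACH1 decapeptide, phosphate buffer pH 7.3 with 150 mM NaCl, DTT, 0.01% Tween 20; 12 min RT. Binding inhibition seen as FP decrease.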
* = called active by the depositor; i = inactive; ? = inconclusive; nt = no result given; [ ] = remark or other dose. Unless noted, the call rests on the fitted dose curve; in most records, active means well fitted curve in the direction sought with a large enough effect; inconclusive means small, poorly fitted or top-dose-only effect, or another doubt; inactive means no such curve, though single readings can be large; an effect the other way counts as inactive or inconclusive.

smiles	Luciferase inh	ERK AVP inh	CRE-bla Fsk	Caspase-1 inhib	Casp7 inh	BRCT PPI green	HEK293 cAMP ctrl	BRCT inh red	Tau fil binding	A350 fluor	USP2a inh
Brc1ccc(-c2nnc3sc(CN4CCN(c5ccccc5)CC4)cn23)cc1	0%	-1%	-3%	2%	1%	-0.3%	5%	-0.9%	8%	?	5%
Cn1cccc1C(=O)N1CCC2(CCCN(Cc3ccc(C#N)cc3)C2)CC1	1%[11.4 µM]	-25%	2%	-1%	-1%	2.5%	45%	-3.1%	-6%	i	38%[activator]
CCOC(=O)c1ccc(NC(=O)CSc2ncccn2)cc1	-13%	-20%	11%	-11%	-13%	0.5%	21%	-1.4%	-13%	i	1%
O=C(O)c1cnccn1	nt	nt	nt	0%	0%	1.4%	-18%	-1.7%	nt	nt	nt
COc1cccc(-c2cc(=O)c3cc(O)ccc3o2)c1	-12%[11.4 µM]	?	?	0%	1%	-2.3%	?	-1.2%	32µM*	i	nt
CCOc1ccccc1C(=O)NC1CCN(Cc2nnnn2C2CCCC2)CC1	2%	-3%	13%	1%	0%	-2.9%	7%	-0.3%	3%	i	43%[activator]
N#CC(C#N)=C(N)/C(C#N)=C/c1ccc(O)cc1	-11%	13µM*	-6%	-2%	-2%	17%	-7%	-2.5%	-10%	?	-14%
CC1=C(C(=O)OCC(C)C)C23C(=O)c4ccccc4C2(O1)OC(N)=C3C#N (stereo unspecified)	-2%	16%	-6%	-2%	-1%	-0.8%	15%	-1.6%	-15%	i	21%
O=C(O)CCSC1=NCCN1	2%[11.4 µM]	0%[11.5 µM]	-2%[7.6 µM]	0%[11.5 µM]	0%[11.5 µM]	-1.7%[15.4 µM]	3%[11.4 µM]	-0.2%[15.4 µM]	-2%[11.4 µM]	i	nt
O=C(NCc1ccccn1)Nc1cccc(Cl)c1	0%	-1%	0%	-1%	-1%	-2.0%	10%	-0.1%	-5%	nt	nt
CN(C)C(=O)c1ccc(-c2cc(NCc3ccccc3)ncn2)cc1	4%[2.29 µM]	-4%	?	-3%	-4%	-0.4%	5%	-2.0%	4%	i	14%
C=CC(C1=CC(=O)C(OC)=CC1=O)c1ccccc1 (stereo unspecified)	nt	-8%	nt	-2%	-2%	-7.5%[3.08 µM]	nt	-1.2%	nt	nt	?
CC1(C)CC(N2CCC(=O)N(C3CC(C)(C)NC(C)(C)C3)C2)CC(C)(C)N1	-1%	43%[activator]	-1%	0%	0%	-1.9%	-1%	-0.4%	7%	nt	-5%
COCCN1C(=O)C(=O)/C(=C(/O)c2cccc(S(=O)(=O)N(C)C)c2)C12C(=O)N(C)c1ccccc12 (stereo unspecified)	-1%	-12%	-21%	0%	2%	1.1%	-5%	0.1%	-2%	i	1%
Cc1ncc(CSC(=N)N)n1Cc1ccccc1	1%[11.4 µM]	-23%[11.5 µM]	9%[7.6 µM]	1%[11.5 µM]	0%[11.5 µM]	-1.7%[15.4 µM]	-4%[11.4 µM]	0.9%[15.4 µM]	4%[11.4 µM]	i	nt
CC(C)CCNc1ncnc2c1nnn2Cc1ccccc1Cl	5%	11%	3%	-3%	1%	-4.4%	?	-0.5%	6%	i	-1%
O=C(CC1Nc2ccccc2NC1=O)c1ccccc1 (stereo unspecified)	13µM*	32%[activator]	?	?	-28%	2.3%	-1%	-1.5%	284%	nt	5%
CCCOc1cc(C)c(S(=O)(=O)N2CCN(C)CC2)cc1C	0%	?	-1%	-2%	-1%	0.5%	?	1.4%	-10%	i	13%
CCN1CCN(CCCNC(=O)c2cc3sccc3n2CC)CC1	0%	-21%	-2%	2%	-2%	-0.3%	2%	0.5%	-24%	nt	nt
COC(=O)c1c(NC(=O)Cc2cccs2)sc2c1CCCC2	-4%	16%	?	-1%	-9%	1.9%	?	0.0%	-12%	i	17%
O=C(NCC1CCCO1)C1C2C=CC3(CN(Cc4cccs4)C(=O)C13)O2 (stereo unspecified)	3%	13%	?	-1%	1%	-2.3%	12%	0.1%	8%	i	3%
CC(O)CCC(=O)NCCNC(=O)CCC(C)O (stereo unspecified)	2%	2%	-2%	-3%	0%	-0.9%	-3%	0.1%	13%	i	-5%
Nn1c(-c2ccco2)n[nH]c1=S	-1%	1%	-6%	-1%	-3%	-2.3%	4%	0.9%	-5%	?	4%
CCCCn1c(CN2C(=O)c3ccccc3C2=O)nc2ccccc2c1=O	2%	-20%	4%	-1%	0%	-4.6%	10%	-2.9%	435%	nt	-1%
CCN(CC)C(=O)N1CCN(S(=O)(=O)c2ccc(C)c(C)c2)CC1	1%	-13%	10%	1%	0%	-3.5%	7%	1.4%	11%	i	14%

Going on with the list:
smiles	Luciferase inh	ERK AVP inh	CRE-bla Fsk	Caspase-1 inhib	Casp7 inh	BRCT PPI green	HEK293 cAMP ctrl	BRCT inh red	Tau fil binding	A350 fluor	USP2a inh
CC(=O)c1c(C)[nH]c(C(=O)N2CCN(C(=O)c3ccco3)CC2)c1C	-1%	7%	9%	3%	1%	1.7%	6%	0.8%	-5%	i	-3%
CCc1cccc(CC)c1N(COC)C(=O)Cn1c(CO)nc2ccccc21	2%	2%	-6%	-2%	0%	0.6%	23%	0.0%	0%	?	17%
FC(F)(F)c1cc(-c2ccco2)nc(N2CCOCC2)n1	-1%	4%	?	-1%	-1%	-1.2%	27%	-1.2%	4%	?	0%
Cc1cccc(NC(=O)C2CCCN(S(=O)(=O)c3cccc4cccnc34)C2)c1 (stereo unspecified)	-1%	-29%	?	-4%	-1%	-0.5%	5%	-2.1%	-5%	nt	nt
COc1c(S(=O)(=O)n2nc(C)cc2C)ccc(Cl)c1Cl	-1%	2%	16%	-1%	0%	1.4%	-16%	0.3%	2%	nt	-1%
O=C1CCN(Cc2nnnn2CC2CCCO2)c2ccccc2N1 (stereo unspecified)	2%	-1%	-7%	-1%	0%	-1.4%	-2%	0.0%	-16%	i	?
CC(=O)c1ccc(OCC(O)CN2C(C)CCCC2C)cc1 (stereo unspecified)	1%	-19%	-1%	-1%	-1%	-3.1%	4%	-0.5%	17%	nt	nt
O=C(c1ccccc1S(=O)(=O)NCc1ccccc1)N1CCCC1	0%	4%	-3%	2%	-2%	-5.9%	11%	1.5%	-5%	nt	nt
O=C1CC(c2ccc(Cl)cc2)n2nc(N3C(=O)c4ccccc4C3=O)nc2N1 (stereo unspecified)	3%	-8%	0%	-1%	1%	-0.6%	-10%	0.5%	1%	i	16%
COc1cccc(C(=O)NCc2n[nH]c(=S)n2-c2cccc(C)c2)c1	-1%	-14%	-2%	-1%	2%	-1.4%	2%	-0.2%	-5%	i	3%
Cc1ccccc1-c1cc(-c2ccccc2O)n[nH]1	?	-19%	1%	-3%	-5%	1.2%	?	0.8%	?	i	?
Cc1c(F)cccc1NC(=O)CCC(=O)O	0%	-5%	1%	1%	0%	-1.9%	1%	-2.2%	-1%	i	-8%
O=C(Cc1c(O)c2ccccc2[nH]c1=O)NCc1ccc(F)cc1	-1%	-1%	-10%	-2%	2%	-1.4%	1%	-1.0%	6%	i	-3%

Record cards, from the list above. Screens in order: Luciferase inh, ERK AVP inh, CRE-bla Fsk, Caspase-1 inhib, Casp7 inh, BRCT PPI green, HEK293 cAMP ctrl, BRCT inh red, Tau fil binding, A350 fluor, USP2a inh
Cc1ccccc1-c1cc(-c2ccccc2O)n[nH]1 is listed with ?, -19%, 1%, -3%, -5%, 1.2%, ?, 0.8%, ?, i, ?
O=C1CC(c2ccc(Cl)cc2)n2nc(N3C(=O)c4ccccc4C3=O)nc2N1 (stereo unspecified) is listed with 3%, -8%, 0%, -1%, 1%, -0.6%, -10%, 0.5%, 1%, i, 16%
COc1cccc(C(=O)NCc2n[nH]c(=S)n2-c2cccc(C)c2)c1 is listed with -1%, -14%, -2%, -1%, 2%, -1.4%, 2%, -0.2%, -5%, i, 3%
Cc1c(F)cccc1NC(=O)CCC(=O)O is listed with 0%, -5%, 1%, 1%, 0%, -1.9%, 1%, -2.2%, -1%, i, -8%
COc1c(S(=O)(=O)n2nc(C)cc2C)ccc(Cl)c1Cl is listed with -1%, 2%, 16%, -1%, 0%, 1.4%, -16%, 0.3%, 2%, nt, -1%
